From PubChem
MsrA act: bovine MsrA enzyme activators, primary screen, biochemical, absorbance, HTS; purified bovine MsrA, absorbance read-out; activation, % at 10.6 µM; 360,000 tested, 0.3% active; AID 602163, 2012; in the data active = activation above about 7.5%;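 also: 0% = vehicle and 100% = reference activator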
MT1-MMP act inh: blockers of MT1-MMP proenzyme processing, primary screen, HT1080 RFP-PRO-GFP cells, GFP/RFP fluorescence; GFP/RFP ratio fluorescence, overnight; percent of plate control window, DMSO zero; GFP/RFP ratio change, % at 20 µM; 360,000 tested, 0.061% active; AID 651647, 2012;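 active = GFP/RFP ratio change of at least 30% with cell ATP level not reduced by more than half and red fluorescence within 50% of control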; also: strong numbers were not always called active
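Assay system: RFP-PRO-GFP reporter HT1080 cells; read-out basis: GFP/RFP fluorescence ratio; benchmarks: DMSO wells and RFP-L50D-GFP cells; doses: 20 µM single dose, 1% DMSO; schedule: overnight cell settling, then overnight compound exposure, 37 °C, 5% CO2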
MLLE-PAM2 inh: inhibitors of PABP1 MLLE–PAM2 peptide binding, primary screen, biochemical, fluorescence polarization, FITC-PAM2, GST-MLLE; inhibition, % at 20 µM; 360,000 tested, 0.36% active; in the data active = inhibition above about 35%, passing the limit was not always enough;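 also: plate controls were DMSO wells with GST-MLLE for no effect and wells lacking GST-MLLE protein for full effect; some results filed as inactive read as strong as hits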
eLon inh: inhibitors of E. coli Lon protease, primary screen, biochemical, fluorescence polarization. P0A9M0. purified E. coli Lon protease. inhibition, % at 7.94 µM. 360,000 tested, 0.42% active; in the data active = inhibition above about 13%, passing the limit was not always enough;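 also: 0% = enzyme with probe and DMSO and 100% = no enzyme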
Target sequence (P0A9M0 whole entry, looked up): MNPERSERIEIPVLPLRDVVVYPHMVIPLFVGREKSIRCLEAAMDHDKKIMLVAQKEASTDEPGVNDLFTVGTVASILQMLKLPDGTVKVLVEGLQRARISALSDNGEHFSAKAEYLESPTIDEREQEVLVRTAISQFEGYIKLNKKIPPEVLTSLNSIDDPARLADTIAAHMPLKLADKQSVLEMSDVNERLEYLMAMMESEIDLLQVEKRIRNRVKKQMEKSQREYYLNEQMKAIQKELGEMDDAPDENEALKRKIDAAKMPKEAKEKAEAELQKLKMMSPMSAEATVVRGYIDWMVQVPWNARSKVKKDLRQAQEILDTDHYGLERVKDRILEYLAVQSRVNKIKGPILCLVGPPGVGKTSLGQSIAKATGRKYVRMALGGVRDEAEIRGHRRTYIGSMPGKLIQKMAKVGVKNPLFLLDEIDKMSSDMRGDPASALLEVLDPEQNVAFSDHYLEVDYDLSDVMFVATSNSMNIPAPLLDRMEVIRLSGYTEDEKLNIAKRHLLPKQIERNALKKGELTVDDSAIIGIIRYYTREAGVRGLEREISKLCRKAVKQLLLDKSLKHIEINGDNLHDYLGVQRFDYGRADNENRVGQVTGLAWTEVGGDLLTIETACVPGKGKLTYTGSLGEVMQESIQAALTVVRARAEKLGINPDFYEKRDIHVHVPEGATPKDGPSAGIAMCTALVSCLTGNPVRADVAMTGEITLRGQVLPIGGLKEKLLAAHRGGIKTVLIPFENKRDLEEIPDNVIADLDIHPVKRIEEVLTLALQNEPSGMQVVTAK
Rpn11 inh: Rpn11 (PSMD14) deubiquitinase inhibitors, primary screen, biochemical, fluorescence polarization, uHTS; 26S proteasome non-ATPase regulatory subunit 14 (Homo sapiens), O00487; human 26S proteasome, Ub4-pepOG fluorescence polarization; 20S core pre-blocked with epoxomicin; calls only at 20 µM; 360,000 tested, 0.59% active; AID 588493, 2011;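 active = inhibition at 20 µM, scaled to each plate's controls, above about 33%, limit read from the data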
Rin1 Abl inh: inhibitors of Rin1-Abl protein binding, primary screen, biochemical, TR-FRET; Tyrosine-protein kinase ABL1 (Homo sapiens) + Ras and Rab interactor 1 (Homo sapiens), …; inhibition, % at 7.35 µM; 360,000 tested, 0.4% active; AID 588664, 2011; in the data active = inhibition above about 5%, passing the limit was not always enough
CSN inh: inhibitors of CSN-mediated cullin deneddylation, primary screen, biochemical, fluorescence polarization, uHTS | COP9 signalosome complex subunit 5 (Homo sapiens), Q92905 | Purified CSN, SCF-Nedd8-OG deneddylation | inhibition, % at 12.5 µM | 360,000 tested, 0.38% active | AID 651999, 2013;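 active = pattern-corrected inhibition above about 35%, with an unprinted fluorescence ratio check between 0.5 and 1.5, limit read from the data, passing the limit was not always enough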;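 also: 0% = enzyme with substrate and 100% = substrate without enzyme; some results filed as inactive read as strong as hits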
Target sequence (Q92905 whole entry, looked up, one chain of several): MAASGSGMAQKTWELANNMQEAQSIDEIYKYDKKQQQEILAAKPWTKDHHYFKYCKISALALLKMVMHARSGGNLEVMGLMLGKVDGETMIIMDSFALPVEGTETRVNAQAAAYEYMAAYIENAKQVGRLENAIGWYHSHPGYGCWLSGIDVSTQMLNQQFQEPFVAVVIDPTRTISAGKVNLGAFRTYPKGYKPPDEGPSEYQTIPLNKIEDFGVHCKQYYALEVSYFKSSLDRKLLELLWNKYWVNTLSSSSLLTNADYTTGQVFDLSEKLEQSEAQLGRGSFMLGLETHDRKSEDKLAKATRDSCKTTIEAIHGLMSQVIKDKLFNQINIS
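Test system: purified human Csn5 enzyme expressed in HEK293T cells. Amount: 0.24 nM enzyme. Reagent: SCFSkp2-Nedd8OG substrate at 10 nM final. Schedule: 90 min incubation of compound, enzyme and substrate at room temperature. Detection: fluorescence polarization. Read-out: % inhibition of substrate cleavage by Csn5.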
MsrA inh: bovine MsrA enzyme inhibitors, primary screen, biochemical, absorbance, HTS. 360,000 tested, 0.75% active. AID 651718, 2012. purified bovine MsrA, absorbance read-out. inhibition, % at 15.5 µM; in the data active = inhibition above about 4.5%;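 also: 0% = vehicle wells with enzyme and 100% = reference inhibitor wells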
FAS-TE inh: FAS thioesterase domain inhibitors, primary screen, biochemical, fluorescence intensity, uHTS. Fatty acid synthase (Homo sapiens), P49327. inhibition, % at 15 µM. recombinant FAS-TE, OMFH fluorogenic substrate, fluorescence endpoint. 360,000 tested, 0.67% active;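 active = compounds whose normalised, plate-corrected inhibition of enzyme fluorescence in the single-dose primary screen is 50% or more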;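 also: 0% = DMSO with enzyme and 100% = substrate without enzyme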
* hit, by the source's call; i = inactive; . = no result given; + = active, no number.

SMILES	MsrA act	MT1-MMP act inh	MLLE-PAM2 inh	eLon inh	Rpn11 inh	Rin1 Abl inh	CSN inh	MsrA inh	FAS-TE inh
CCCn1c(N2CCC(Cc3ccccc3)CC2)nc2c1c(=O)[nH]c(=O)n2C	-7	-6	3	-13	i	1	3	-0.5	-46
Cc1ccc(S(=O)(=O)N2CCCC2C(=O)NCc2ccncc2)cc1 (configuration not stated)	-1	2	10	-3	i	2	2	2.4	-5
O=C(Nc1nnc(-c2ccco2)o1)c1ccc([N+](=O)[O-])s1	-6	-2	-17	-10	i	-5	9	2.5	14
COc1cc(/C=N/n2c(-c3n[nH]c4c3CCC4)n[nH]c2=S)ccc1O	3	5	-10	-2	i	-2	-2	0.9	-7
Fc1ccccc1CSc1ncnc2sc3c(c12)CCCC3	-1	-3	-3	-1	i	-9	-11	-0.7	23
CCOc1ccccc1N(CC(=O)N1CCc2ccccc2C1)S(C)(=O)=O	-3	0	-2	5	i	-1	-5	-1.1	-1
CC(C)c1ccccc1NC(=O)c1cccnc1	-2	2	3	9	i	-1	0	0.2	-6
COc1cccc(CN2C(=NC(=O)C3CCCO3)SC3CS(=O)(=O)CC32)c1 (configuration not stated)	-6	-1	4	5	i	-1	-3	3.1	-9
Cc1ccc(C(=O)Nc2ncc3c(Cl)cccc3n2)cc1	-3	4	3	-5	i	1	8	0.6	-6
Cc1cc(-c2ccc([N+](=O)[O-])cc2)cc(C)n1	-6	-1	1	-4	i	0	-2	2.1	5
O=C(Nc1ncc(S(=O)(=O)c2ccc([N+](=O)[O-])cc2)s1)c1ccccc1F	1	-4	7	4	i	0	-1	-0.1	26
CCn1c(Cc2ccc(OC)cc2)nnc1SCC(=O)N1CCN(c2ccccc2)CC1	-4	11	-18	-8	i	4	1	-0.7	-4
Cc1cc2oc(=O)cc(CN3CCN(Cc4ccccc4)CC3)c2cc1C	-5	2	-4	4	i	-1	-5	-0.5	7
Cc1ccccc1-n1c(C)cc(/C=N/Nc2ccc([N+](=O)[O-])cn2)c1C	-2	-13	-94	-28	i	1	6	2.8	-28
COc1ccc(C2CC(c3ccccc3)=NN2C(=O)COC(=O)C2(C)CC2(Cl)Cl)cc1 (configuration not stated)	-7	-5	5	1	i	-1	0	1.9	17
Cc1nnc(SCC(=O)N2CCc3ccccc32)s1	-1	2	3	-4	i	5	2	-0.5	-8
Cc1cc2ccccn2c1C(=O)c1ccncc1	-2	7	1	-3	i	-8	1	1.4	-7
CN(CC(=O)Nc1ccccc1Br)C(=O)CNC(=O)Cc1cccc2ccccc12	-4	1	2	-12	i	3	-1	0.0	0
Cc1cccc(OCC(=O)NCC(=O)N/N=C/c2c(C)[nH]c3ccccc23)c1	-2	3	-4	-11	i	-2	-2	1.4	1
CN1CCN(C2CN(Cc3ccc(F)cc3)S(=O)(=O)C2)CC1 (configuration not stated)	-3	4	4	-1	i	4	-3	-0.4	-14
O=C(NC1CCCCC1)C1COc2ccccc2O1 (configuration not stated)	-8	-5	19	-5	i	3	-5	0.1	-7
COc1ccc(N2C(=O)CCC(C(=O)NCc3cccnc3)C2c2ccc(OC)c(OC)c2)cc1 (configuration not stated)	-10	5	8	-3	i	-1	-4	-0.9	-11
O=C(CN1C(=O)/C(=C/c2ccco2)SC1=S)NC1CCS(=O)(=O)C1 (configuration not stated)	-4	13	26	-8	i	0	21	0.8	-6
CN(C)CCCN(C(=O)c1ccc(S(=O)(=O)N(C)Cc2ccccc2)cc1)c1nc2c(F)cccc2s1	-1	3	-20	-6	i	1	-2	-0.8	21
COc1ccc(NC(=O)CN(c2ccccc2OC)S(=O)(=O)c2cccs2)cc1Cl	-8	3	8	-5	i	2	3	-0.7	21
CCN(CC)c1ccc2cc(S(=O)(=O)c3ccc(C)cc3)c(=O)oc2c1	-3	-19	-48	-12	i	1	-2	-0.4	9
COc1ccc(S(=O)(=O)N2CCC(Cc3ccccc3)CC2)cc1C(N)=O	0	-1	2	-9	i	2	3	-0.1	2
CCCc1cc(C(=O)NCCc2ccc(OC)c(OC)c2)no1	5	-2	-10	-8	i	-2	-5	0.3	-3
COC(=O)c1ccc(C2CC(=O)NC3=C2C(=O)CCC3)cc1 (configuration not stated)	-3	-2	-8	1	i	-2	-2	0.3	-6
CCOC(=O)C1CCN(C(=O)COc2ccc(N(C)S(=O)(=O)c3ccc(OCC)cc3)cc2)CC1	6	9	1	3	i	0	3	1.3	8
O=C(NCCCCc1ccccc1)C1CC(c2cccc([N+](=O)[O-])c2)=NO1 (configuration not stated)	-4	-2	-6	-3	i	4	-4	-0.6	66*
COC(=O)Nc1ccc(C)c2nsnc12	-3	-1	-2	-3	i	-5	-4	-1.3	-9
CCC(C)c1ccc(N(CC(=O)NC(C)(C)C)C(=O)CNC(=O)c2cccs2)cc1 (configuration not stated)	-2	-5	-3	1	i	1	3	-1.1	11
COc1ccccc1NC(=O)C[n+]1ccccc1C	-4	-1	18	3	i	0	3	-0.4	-6
CC(C)C(NC(=O)C1CCCCC1)C(=O)NC1=NCCS1 (configuration not stated)	-4	9	-4	-2	i	-2	0	1.2	-7
COc1ccc(/C=N/Nc2nnc(Cc3ccccc3)c(=O)[nH]2)cc1OC	-4	5	1	-5	i	-7	-1	2.1	-2
CN(Cc1ccc2c(c1)CCCN2C)C(=O)[C@H]1O[C@@H](n2ccc(=O)[nH]c2=O)[C@H](O)[C@@H]1O	-1	-4	47*	-3	i	2	0	0.6	-7
Nc1ccccc1N=c1ssnc1Cl	-3	-2	14	3	i	0	7	2.2	-5
CCCNc1c(F)c(F)c2c(C)c3ccccc3nc2c1F	-1	-64	121	60*	i	-1	19	0.0	-24
O=[N+]([O-])c1nn(-c2ccc(Cl)cc2)n(O)c1=NCc1ccccc1Cl	-2	3	18	9	i	1	1	0.7	3
COc1ccc(N2CC(O)=C(c3nc4ccccc4s3)C2=N)cc1	-1	2	3	-1	i	-12	1	2.4	-4
Cc1cc(C)cc(N2CC(C)(C)C2=O)c1	-2	2	2	-10	i	1	-5	-1.9	-5
CCOC(=O)c1ccc(N2C(=O)CC(C(=O)OC)=C2C)cc1	-2	-11	-3	-1	i	0	0	-0.4	5
CC(C)c1nc2sc3c(=O)[nH]cnc3c2c2c1CCC2	3	0	11	3	i	-24	-3	0.3	-2
O=C(O)C1CCCCC1C(=O)N1CCN(S(=O)(=O)c2ccc(F)cc2)CC1 (configuration not stated)	-2	1	6	0	i	-1	1	0.1	-4
CCCCN(C(=O)/C=C/c1ccc(OC)cc1)C1CCS(=O)(=O)C1 (configuration not stated)	-6	3	-2	0	i	-1	-5	0.4	-1
COc1ccc(C2CC(=O)c3cnc(NC(=O)c4ccccc4)nc3C2)c(OC)c1 (configuration not stated)	-10	2	2	3	i	5	-5	-0.1	4
S=C(Nc1ccc(Cc2ccncc2)cc1)Nc1cccc(Cl)c1	-4	-2	3	-5	i	2	0	0.1	1
O=C(COc1ccc2c(-c3ccccc3)cc(=O)oc2c1)Nc1cccnc1	-4	2	6	7	i	-1	49*	-0.9	-3
CC(=O)Oc1cccc(N2C(=O)CC(Nc3ccc(N4CCOCC4)cc3)C2=O)c1 (configuration not stated)	-4	-2	15	3	i	0	-1	0.8	-2
CCS(=O)(=O)NCc1ccc2c(c1)cc(C)n2C	-3	6	8	-2	i	-15	-4	-0.1	-7
Cn1c(CCC(=O)Nc2cc(S(C)(=O)=O)ccc2Cl)nc2cc(S(=O)(=O)N3CCOCC3)ccc21	-3	0	-111	-13	i	4	4	-0.1	-6
Cc1ccc(C(=O)N2CCCc3ccccc32)c(F)c1F	-4	-7	-2	2	i	3	-4	0.5	6
CC(CCc1ccccc1)NC(=O)C(Cc1ccccc1)NC(N)=O (configuration not stated)	-2	-4	-4	-4	i	1	-2	0.3	-1
Cc1ccc2nc(-c3ccc(NC(=O)c4ccco4)cc3)[nH]c2c1	-5	12	9	-3	+	-1	44*	.	4
CCC(Sc1nc2ccsc2c(=O)n1CCC(=O)O)C(=O)Nc1ccc(Cl)cc1 (configuration not stated)	-3	-4	0	-8	i	-4	0	1.2	-3
CCOc1ccc(CNc2ccc3c(c2)ncn3C(C)(C)C)cc1	-5	4	17	-8	i	0	-6	-0.8	-2
CC(C)OCCCNc1ncnc2c1[nH]c1ccc(F)cc12	2	-6	1	-4	i	-1	3	0.5	-2
CN1CCN(C(=O)c2cnc(Cc3c[nH]c4ccccc34)c(I)c2)CC1	-1	3	-16	-1	i	-1	62*	0.8	-4
COc1ccc(C2CC(=O)C3=C(C2)NC(C)=C(C#N)C3c2ccc(N(C)C)cc2)cc1 (configuration not stated)	-6	-6	-14	4	i	-3	1	2.2	-8

Laid out differently: results already given
Values run as follows: MsrA act, MT1-MMP act inh, MLLE-PAM2 inh, eLon inh, Rpn11 inh, Rin1 Abl inh, CSN inh, MsrA inh, FAS-TE inh
CC(CCc1ccccc1)NC(=O)C(Cc1ccccc1)NC(N)=O (configuration not stated)
→ -2, -4, -4, -4, i, 1, -2, 0.3, -1
Cc1ccc2nc(-c3ccc(NC(=O)c4ccco4)cc3)[nH]c2c1
→ -5, 12, 9, -3, +, -1, 44*, ., 4

Profiles as entered above. Screens in order: MsrA act, MT1-MMP act inh, MLLE-PAM2 inh, eLon inh, Rpn11 inh, Rin1 Abl inh, CSN inh, MsrA inh, FAS-TE inh
CCOc1ccc(CNc2ccc3c(c2)ncn3C(C)(C)C)cc1 is listed as -5, 4, 17, -8, i, 0, -6, -0.8, -2
CC(CCc1ccccc1)NC(=O)C(Cc1ccccc1)NC(N)=O (configuration not stated) is listed as -2, -4, -4, -4, i, 1, -2, 0.3, -1
COc1ccc(C2CC(=O)C3=C(C2)NC(C)=C(C#N)C3c2ccc(N(C)C)cc2)cc1 (configuration not stated) is listed as -6, -6, -14, 4, i, -3, 1, 2.2, -8
CN1CCN(C(=O)c2cnc(Cc3c[nH]c4ccccc34)c(I)c2)CC1 is listed as -1, 3, -16, -1, i, -1, 62*, 0.8, -4

More compounds.
SMILES	MsrA act	MT1-MMP act inh	MLLE-PAM2 inh	eLon inh	Rpn11 inh	Rin1 Abl inh	CSN inh	MsrA inh	FAS-TE inh
CCOc1ccc(NC(=O)Nc2cc(C)ccc2OC)cc1	-12	.	8	-5	i	1	-8	0.4	5
CCCCC(C(=O)NC(C)(C)C)N(Cc1ccccc1)C(=O)c1snc(C(N)=O)c1N (configuration not stated)	-2	-1	-16	13	i	1	4	-0.3	9
CN1CCN(C(=O)C2=C[C@H](c3ccc(Br)cc3)C[C@H](OCCCCO)O2)CC1	-2	-1	-6	5	i	-1	4	-0.1	-6
COc1ccc(C(C)=O)cc1COC(=O)c1cccc(N(C)C)c1	-6	3	26	-16	i	1	-2	0.4	15
Cc1cc(NC(=O)CCC2COc3ccccc3O2)no1 (configuration not stated)	-1	5	-7	-6	i	-4	-5	0.7	-3
COc1cc([N+](=O)[O-])cc2sc(NC(=O)C(C)(C)C)nc12	-1	-3	-7	-3	i	-1	1	0.1	-2
Cc1ccc2c(c1)N(CCCC(=O)NCc1ccc3c(c1)OCO3)C(=O)CO2	-1	-2	0	-2	i	0	3	-1.1	-5
CCOC(=O)C1=C(C)N=C2SCCC(=O)N2[C@@H]1/C=C/c1ccccc1	-2	-10	-27	6	i	-7	-2	2.4	13
